Assay outcomes from PubChem.
TNAP act hi DEA: activators of human TNAP at high phosphate acceptor concentration | 200,000 tested, under 10 active | purified TNAP, CDP-star luminescence, 1 M DEA, 30 min; stronger effect = higher value; 0 = EDTA background, 1 = DMSO-only activity | P05186 | activation factor at 20 µM;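 active means activation factor at least 2 at 20 µM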
Target sequence (P05186 whole entry, looked up): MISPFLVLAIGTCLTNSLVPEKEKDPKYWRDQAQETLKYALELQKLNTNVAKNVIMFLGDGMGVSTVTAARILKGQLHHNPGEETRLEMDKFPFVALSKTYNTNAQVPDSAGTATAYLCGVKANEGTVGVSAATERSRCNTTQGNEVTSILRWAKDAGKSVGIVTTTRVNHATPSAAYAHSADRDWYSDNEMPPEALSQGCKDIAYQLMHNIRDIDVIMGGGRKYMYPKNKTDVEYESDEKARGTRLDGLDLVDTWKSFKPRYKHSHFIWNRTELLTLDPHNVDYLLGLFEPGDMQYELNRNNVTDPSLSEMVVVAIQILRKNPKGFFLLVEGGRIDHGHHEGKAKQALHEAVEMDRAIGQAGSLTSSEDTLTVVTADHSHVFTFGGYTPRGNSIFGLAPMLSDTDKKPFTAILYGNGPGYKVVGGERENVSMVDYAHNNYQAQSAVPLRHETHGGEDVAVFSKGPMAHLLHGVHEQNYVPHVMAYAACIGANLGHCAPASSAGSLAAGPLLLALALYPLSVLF
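Control set: EDTA negative control, DMSO positive control / Assay system: human TNAP / Quantity: TNAP 1/800 final / Evaluation: TNAP activation factor scaled between EDTA and DMSO control wells / Measured by: luminescent substrate turnover signal / Compound dosing: one dose, 20 µM / Times: 30 min enzyme reaction at room temperature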
Lmaj promast: Leishmania major promastigote growth inhibition; Leishmania major promastigotes, resazurin fluorescence viability; inhibition, % at 10 µM; 200,000 compounds, 9% hits; AID 1063; in the data active means inhibition above about 50%;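 further: promastigotes grown with compound for 44 hours at 28 °C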
TNAP inh no acc: inhibitors of human TNAP without phosphate acceptor | purified TNAP, CDP-star luminescence, 30 min | P05186 | inhibition, % at 20 µM | 200,000 compounds, 0.26% hits | AID 1012;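 active means tissue-nonspecific alkaline phosphatase inhibition above about 50% at 20 µM in the single-dose screen, limit read from the data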;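 further: 0% = DMSO negative control and 100% = EDTA positive control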
TNAP inh hi DEA: blocks human TNAP under high phosphate acceptor concentration; AID 1135; inhibition, % at 20 µM; 200,000 compounds, 0.03% hits; P05186; purified TNAP, CDP-star luminescence, 1 M DEA;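 active means over 50% inhibition of tissue-nonspecific alkaline phosphatase at 20 µM in the single-dose screen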;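 further: plate controls were DMSO wells for no effect and EDTA-quenched wells as full inhibition for full effect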
PMI activator: phosphomannose isomerase (human) activation; 190,000 compounds, 0.005% hits; activation factor at 20 µM; purified human PMI, coupled resazurin fluorescence, 20 min; stronger effect = higher value; 1 = vehicle control, 0 substrate-free wells; P34949;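 active means activation factor of 2 or more at 20 µM, relative to plate controls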
Target sequence (P34949 whole entry, looked up): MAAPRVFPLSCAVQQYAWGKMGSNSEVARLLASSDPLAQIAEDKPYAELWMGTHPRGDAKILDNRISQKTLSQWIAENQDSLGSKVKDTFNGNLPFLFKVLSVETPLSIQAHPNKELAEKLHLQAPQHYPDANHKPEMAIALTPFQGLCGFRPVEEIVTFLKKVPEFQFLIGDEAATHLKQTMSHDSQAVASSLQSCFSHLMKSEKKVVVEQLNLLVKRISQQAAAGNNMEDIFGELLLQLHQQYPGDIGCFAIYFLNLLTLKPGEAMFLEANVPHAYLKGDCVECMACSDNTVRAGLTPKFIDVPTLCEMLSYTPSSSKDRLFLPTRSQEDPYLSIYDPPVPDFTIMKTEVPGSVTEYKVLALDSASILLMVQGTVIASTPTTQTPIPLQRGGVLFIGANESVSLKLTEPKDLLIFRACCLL
Diaph act CS: activates diaphorase or chemically reduces, flagging diaphorase assay artifacts; activation factor at 20 µM; 190,000 compounds, 0.005% hits; Diaphorase/resazurin coupled assay, resorufin fluorescence, 16 min; stronger effect = higher value; 1 = vehicle wells, 0 = NADH-free wells; AID 1229;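 active means diaphorase activity raised at least twofold by the compound at 20 µM; inactive means activation factor below 2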
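test system = bacterial diaphorase enzyme (C. kluyveri) | quantity = enzyme 0.07 U/mL final | reagent = NADH substrate 0.114 mM plus resazurin dye 0.1 mM, final | incubation = 16 min enzyme reaction, ambient temperature | buffer or medium = HEPES pH 7.4 buffer with MgCl2 and Tween 20 | signal = fluorescence of resorufin, 544 nm excitation, 590 nm emission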
bIAP act: increases bovine intestinal alkaline phosphatase activity; purified bovine IAP, CDP-star luminescence, 30 min; stronger effect = higher value; fold of DMSO-control signal, blank-subtracted; activation factor at 20 µM; 200,000 compounds, 0.17% hits; AID 1016;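 active means activation factor of 2 or more at 20 µM, a signal rise over negative controls twice the positive control's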
PMI act satM6P: increases human PMI activity with near-saturating mannose 6-phosphate; activation factor at 20 µM; P34949; 190,000 compounds, 0.34% hits; coupled PMI enzyme assay, resazurin fluorescence, 20 min; stronger effect = higher value; 1 = untreated enzyme, 0 = substrate-free blank;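 active means activation factor of 2 or more at 20 µM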
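Test system: Human PMI in coupled enzyme assay | Input: 15 ng/mL PMI | Medium: HEPES-buffered pH 7.4 with magnesium and detergent | Compound: One concentration, 20 µM, in 1% DMSO | Incubation: Enzyme reaction with compound 20 min at room temperature | Detection: Diaphorase-driven resazurin-to-resorufin fluorescence, excitation 544, emission 590 nm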
Diaph inh CS: diaphorase inhibition or chemical oxidation counter-screen | diaphorase resazurin-to-resorufin fluorescence, NADH, 16 min; bacterial (C. kluyveri) enzyme, not human | AID 1217 | inhibition, % at 20 µM | 190,000 compounds, 0.69% hits;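 active means primary screen inhibition at 20 µM above a set limit, cut at about 50% in these data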;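 further: plate controls were DMSO with full reaction for no effect and wells lacking NADH for full effect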
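Test system: Clostridium kluyveri diaphorase enzyme / Quantity: diaphorase at 0.14 U/mL in enzyme working solution / Incubation: 16-min room-temperature incubation before reading / Benchmarks: NADH-free wells as positive control, DMSO-only neutral wells / Signal: resorufin fluorescence 544/590 nm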
bIAP inhibitor: intestinal alkaline phosphatase (bovine) inhibition | AID 1019 | purified bovine IAP, CDP-star luminescence, 30 min | 190,000 tested, under 10 active | inhibition, % at 20 µM;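 active means over 50% inhibition of intestinal alkaline phosphatase at 20 µM in the single-dose screen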
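System: purified bovine intestinal alkaline phosphatase (IAP) enzyme; Input: IAP diluted 1/65,000,000 in the well; Measured by: CDP-star luminescence signal; Compound dosing: 20 µM single dose; Incubation: 30 min reaction at room temperature.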
* marks the source's active call; other numbers are inactive results.

compound | PMI activator | TNAP inh no acc | bIAP inhibitor | Diaph inh CS | TNAP inh hi DEA | Diaph act CS | PMI act satM6P | TNAP act hi DEA | bIAP act | Lmaj promast
Cc1ccc2c(c1)c1c3n2CC(=C2C(=O)OC(C)(C)OC2=O)NC3CCC1 (stereo unspecified) | 1 | -30 | -4 | 21 | 0 | 0.8 | 1.2 | 1 | 1 | 23
O=C(CCC(=O)N1CCCC1)Nc1nnc(C2CCCCC2)s1 | 0.9 | -11 | -4 | 24 | -6 | 0.8 | 0.9 | 1.1 | 1 | -7
N#Cc1c(NC(=S)NC(=O)Cc2cccs2)sc2c1CCCCC2 | 0.9 | 8 | 30 | 17 | 3 | 0.8 | 0.9 | 1 | 0.7 | 4
CC1CC(C)CN(C(=O)COc2ccc([N+](=O)[O-])cc2Cl)C1 (stereo unspecified) | 0.9 | -16 | 1 | 18 | -4 | 0.8 | 0.9 | 1 | 1 | 3
CC(=O)Nc1cc(C(N)=O)c(Cl)cc1Cl | 1 | -13 | 9 | 7 | -6 | 0.9 | 1 | 1.1 | 0.9 | 8
COc1ccc(CNC(=O)COC(=O)C2CCC(C(C)(C)C)CC2)cc1 (stereo unspecified) | 1 | -6 | 6 | 12 | 1 | 0.9 | 0.9 | 1 | 0.9 | 0
CCOc1ccc(NC(=O)c2ccc(S(=O)(=O)N(C)C)cc2)cc1 | 1 | -7 | 13 | 8 | 2 | 0.9 | 1 | 1 | 0.9 | 0
O=C(CSc1ncccc1C(=O)O)c1ccccc1 | 1.4 | -13 | 5 | 8 | -3 | 0.9 | 1.6 | 1 | 1 | -6
COc1ccc2c3c(cccc13)N(C)N=C2C | 0.8 | -8 | 16 | 40 | 7 | 0.6 | 0.5 | 0.9 | 0.8 | 100*
Cc1ccnc(NC(=O)c2cc3ccccc3oc2=O)c1 | 1.1 | -3 | 0 | 4 | 3 | 1 | 1 | 1 | 1 | 6
Nc1nc(SCC(=O)Nc2cccc(Oc3ccccc3)c2)n[nH]1 | 0.8 | -105 | 8 | 15 | -1 | 0.8 | 0.8 | 1 | 0.9 | 56*
COc1ccc2nc(NC(=O)CCN3C(=O)c4ccccc4C3=O)sc2c1 | 0.9 | -10 | -7 | 17 | -3 | 0.8 | 0.9 | 1 | 1.1 | -3

As entered above:
Diaph act CS, `COc1ccc2c3c(cccc13)N(C)N=C2C` : 0.6
Diaph inh CS, `COc1ccc2nc(NC(=O)CCN3C(=O)c4ccccc4C3=O)sc2c1` : 17
TNAP inh hi DEA, `O=C(CCC(=O)N1CCCC1)Nc1nnc(C2CCCCC2)s1` : -6
PMI act satM6P, `Cc1ccc2c(c1)c1c3n2CC(=C2C(=O)OC(C)(C)OC2=O)NC3CCC1` (stereo unspecified) : 1.2

Other compounds.
compound | PMI activator | TNAP inh no acc | bIAP inhibitor | Diaph inh CS | TNAP inh hi DEA | Diaph act CS | PMI act satM6P | TNAP act hi DEA | bIAP act | Lmaj promast
Cc1cccc(NC2=C(Cl)C(=O)OC2OC(C)C)c1 (stereo unspecified) | 0.9 | 0 | 10 | 8 | -2 | 0.9 | 1 | 1 | 0.9 | 3
COc1ccc(CC2NCCC3(O)CCCCC23)cc1 (stereo unspecified) | 1.1 | -7 | -7 | 0 | -4 | 1 | 1 | 1 | 1.1 | 68*
COc1ccc(CCN=C2SCC(=O)N2Cc2ccccc2)cc1OC | 1 | -6 | 3 | 13 | -3 | 0.9 | 1.1 | 1 | 1 | 21
CN1/C(=C\C(=O)c2ccccc2Cl)c2ccccc2CC1(C)C | 0.8 | 7 | 10 | 0 | 4 | 1 | 0.8 | 1 | 0.9 | 70*
Cc1ccc(SCCNC(=O)C(C)C)cc1 | 1 | -13 | 12 | 15 | -6 | 0.9 | 1 | 1.1 | 0.9 | -1
C=CCOc1ccc(Br)cc1CNCCCN1CCOCC1 | 1.1 | -5 | 4 | -9 | -3 | 1.1 | 1.2 | 1 | 1 | 12
c1ccc2nc(-c3nc4ccccc4o3)ccc2c1 | 0.8 | -8 | 5 | 13 | -3 | 0.9 | 0.9 | 1 | 0.9 | -5
CN(C)CCOC(=O)c1sc2ccccc2c1Cl | 1.1 | -5 | -12 | 4 | -6 | 1 | 1.2 | 1.1 | 1.1 | -7
COCCN(C(=O)CNC(=O)c1ccco1)C(C(=O)NC1CCCC1)c1cccs1 (stereo unspecified) | 1 | -10 | 5 | 15 | -2 | 0.9 | 0.9 | 1 | 1 | -4
O=C(N/N=C/c1ccc(OC(F)F)cc1)c1ccc(Br)cc1 | 1.1 | -6 | -14 | -1 | -1 | 1 | 1.1 | 1 | 1.1 | -4
CCCOc1ccc(C(CC(=O)O)NC(=O)c2cccs2)cc1 (stereo unspecified) | 1 | -6 | 0 | 10 | 2 | 0.9 | 1 | 1 | 1 | -3
O=C(NCCSc1c[nH]c2ccccc12)c1ccc2c(c1)OCO2 | 1 | -11 | 25 | 40 | -4 | 0.6 | 0.8 | 1 | 0.8 | 3

Remaining list, next part
compound | PMI activator | TNAP inh no acc | bIAP inhibitor | Diaph inh CS | TNAP inh hi DEA | Diaph act CS | PMI act satM6P | TNAP act hi DEA | bIAP act | Lmaj promast
CCOc1ccccc1N(C(=O)c1snc(C(N)=O)c1N)C(C(=O)NCCC(C)C)c1ccco1 (stereo unspecified) | 0.9 | -8 | 3 | 37 | -10 | 0.6 | 0.9 | 1.1 | 1 | 21
O=C(COC(=O)C1CC2C=CC1C2)Nc1cccc(S(=O)(=O)N2CCCCCC2)c1 (stereo unspecified) | 0.9 | -22 | -11 | 22 | -3 | 0.8 | 0.9 | 1 | 1.1 | 4
O=c1c2nnn(Cc3ccccc3)c2ncn1C/C=C/c1ccccc1 | 1 | 3 | 15 | 9 | 1 | 0.9 | 0.9 | 1 | 0.9 | -11
O=C(Oc1c(Cl)cc(Cl)c2cccnc12)N1CCCCC1 | 0.8 | -4 | 3 | 17 | 3 | 0.8 | 0.9 | 1 | 1 | 9
O=C(NCc1cccc(Cl)c1)c1cnn2c1NC(c1ccco1)CC2C(F)(F)F (stereo unspecified) | 0.8 | -8 | 5 | 28 | -9 | 0.7 | 0.8 | 1.1 | 0.9 | 28
COc1cccc(-c2nc(CS(=O)(=O)CC(=O)N3CCc4ccccc4C3)c(C)o2)c1 | 0.8 | -14 | 0 | 22 | -5 | 0.8 | 0.9 | 1 | 1 | 0
CCC(CC)c1nnc(NC(=O)CN2C(=O)c3ccccc3C2=O)s1 | 1 | -15 | -6 | 0 | -4 | 1 | 1.1 | 1 | 1.1 | -2
Oc1c(Br)cc(Cl)cc1C=Nc1ccccc1Br | 1.2 | -3 | -2 | 6 | 1 | 0.9 | 1.1 | 1 | 1 | 12
O=C(N/N=C/c1ccc2c(c1)OCO2)c1ccc(NS(=O)(=O)c2cccs2)cc1 | 1 | -13 | 3 | 12 | -3 | 0.9 | 0.9 | 1 | 1 | 47
CCC(C)Nc1nc(Cl)nc(N(C#N)CN2C(=O)c3ccccc3S2(=O)=O)n1 (stereo unspecified) | 1 | -1 | -2 | 21 | 1 | 0.8 | 0.9 | 1 | 1 | 1
COc1ccc(Nc2nnc(-c3ccc(N4CCOCC4)c([N+](=O)[O-])c3)c3ccccc23)cc1 | 0.9 | 0 | 7 | 12 | 4 | 0.9 | 0.9 | 1 | 0.9 | 57*
Cc1ccc(S(=O)(=O)N2CCC(C(=O)N3CCN(Cc4ccccc4)CC3)CC2)cc1 | 0.9 | -11 | -6 | 12 | 2 | 0.9 | 0.9 | 1 | 1.1 | -5

Reprinted from the part before: two entries, then new ones.
compound | PMI activator | TNAP inh no acc | bIAP inhibitor | Diaph inh CS | TNAP inh hi DEA | Diaph act CS | PMI act satM6P | TNAP act hi DEA | bIAP act | Lmaj promast
COc1ccc(Nc2nnc(-c3ccc(N4CCOCC4)c([N+](=O)[O-])c3)c3ccccc23)cc1 | 0.9 | 0 | 7 | 12 | 4 | 0.9 | 0.9 | 1 | 0.9 | 57*
Cc1ccc(S(=O)(=O)N2CCC(C(=O)N3CCN(Cc4ccccc4)CC3)CC2)cc1 | 0.9 | -11 | -6 | 12 | 2 | 0.9 | 0.9 | 1 | 1.1 | -5
CCCCc1nc(N)c(C#N)c(-c2ccco2)c1CCC | 0.9 | -7 | 11 | 16 | -2 | 0.8 | 0.8 | 1 | 0.9 | -1
CCCCN(C)C(=O)CCCc1c[nH]c2ccccc12 | 0.9 | -10 | 11 | 8 | -4 | 0.9 | 1 | 1 | 0.9 | 3
Cc1c(-c2n[nH]c(=S)n2-c2ccc(Br)cc2)nnn1-c1ccc(Cl)cc1 | 0.8 | -9 | 8 | 43 | -6 | 0.6 | 0.9 | 1.1 | 0.9 | 4
COc1cccc(NCc2ccc([N+](=O)[O-])s2)c1 | 1.2 | -12 | -5 | 20 | 8 | 0.8 | 1 | 0.9 | 1 | 8
CCCCNC(=O)OC(C)CNC(=O)OC (stereo unspecified) | 1 | -12 | 0 | 6 | -1 | 0.9 | 1.1 | 1 | 1 | 1
Cc1sc2nc(CSCC(=O)N(CCC#N)c3ccccc3)[nH]c(=O)c2c1C | 1.3 | -17 | -15 | 10 | -5 | 0.9 | 1.2 | 1.1 | 1.2 | 0
O=C(Cn1nnc(-c2ccccc2NC(=O)c2ccco2)n1)NC1CCCCC1 | 0.9 | -35 | -83 | 16 | -10 | 0.8 | 0.9 | 1.1 | 1.8 | -1
Cc1ccc2c(N)c(C)ccc2c1 | 0.8 | -2 | 4 | 23 | -6 | 0.8 | 0.7 | 1.1 | 1 | -6
COc1cc(C(=O)NC2CCCCC2)ccc1OCc1ccc(Cl)cc1Cl | 1.1 | -12 | -8 | -3 | -6 | 1 | 1.1 | 1.1 | 1.1 | 74*
COc1cccc(C=NCC(C)N=Cc2cccc(OC)c2O)c1O (stereo unspecified) | 0.7 | -11 | 25 | 28 | 6 | 0.7 | 0.5 | 0.9 | 0.8 | -6
C1CC(CN2CCOCC2)CN(Cc2nc(CC3CC3)no2)C1 (stereo unspecified) | 1 | -5 | 4 | 7 | -2 | 0.9 | 1 | 1 | 1 | -2
Cc1ccccc1NC(=O)Nc1ccccc1C(=O)NCc1ccccc1 | 0.9 | -8 | 11 | 17 | -1 | 0.8 | 0.9 | 1 | 0.9 | 7
Cc1ccc(OC/C(O)=C(\C#N)c2nc3ccccc3s2)cc1 | 1.1 | -7 | -2 | 4 | -4 | 1 | 1.1 | 1 | 1 | -7
CCOC(=O)c1c(NC(=O)CSc2nnc(C)s2)sc2c1CCC(C)C2 (stereo unspecified) | 0.9 | -8 | 2 | 18 | -3 | 0.8 | 0.9 | 1 | 1 | 11
